# Screening data deposited in PubChem BioAssay by National Center for Advancing Translational Sciences (NCATS).
# KDM5B inhibitor: Primary screen for KDM5B Histone Demethylases FDH-coupled qHTS; Potency, µM (titrated, usually from 57.7 µM), without a hit: at the top dose activity change, negative = inhibition, usual class: inhibitors; KDM5B demethylase, FDH-coupled NADH fluorescence (FDH is formaldehyde dehydrogenase); actives 2.6% (n = 220,000); Lysine-specific demethylase 5B (Homo sapiens), Q9UGL1; active means well fitted inhibition curve with a large enough effect; inconclusive means small, poorly fitted or top-dose-only effect; inactive means no such curve, though single readings can be large or run the other way; further: 0% is about no effect; nearly all actives have a fitted effect of over 70% in size
# Target sequence (Q9UGL1 whole entry, looked up): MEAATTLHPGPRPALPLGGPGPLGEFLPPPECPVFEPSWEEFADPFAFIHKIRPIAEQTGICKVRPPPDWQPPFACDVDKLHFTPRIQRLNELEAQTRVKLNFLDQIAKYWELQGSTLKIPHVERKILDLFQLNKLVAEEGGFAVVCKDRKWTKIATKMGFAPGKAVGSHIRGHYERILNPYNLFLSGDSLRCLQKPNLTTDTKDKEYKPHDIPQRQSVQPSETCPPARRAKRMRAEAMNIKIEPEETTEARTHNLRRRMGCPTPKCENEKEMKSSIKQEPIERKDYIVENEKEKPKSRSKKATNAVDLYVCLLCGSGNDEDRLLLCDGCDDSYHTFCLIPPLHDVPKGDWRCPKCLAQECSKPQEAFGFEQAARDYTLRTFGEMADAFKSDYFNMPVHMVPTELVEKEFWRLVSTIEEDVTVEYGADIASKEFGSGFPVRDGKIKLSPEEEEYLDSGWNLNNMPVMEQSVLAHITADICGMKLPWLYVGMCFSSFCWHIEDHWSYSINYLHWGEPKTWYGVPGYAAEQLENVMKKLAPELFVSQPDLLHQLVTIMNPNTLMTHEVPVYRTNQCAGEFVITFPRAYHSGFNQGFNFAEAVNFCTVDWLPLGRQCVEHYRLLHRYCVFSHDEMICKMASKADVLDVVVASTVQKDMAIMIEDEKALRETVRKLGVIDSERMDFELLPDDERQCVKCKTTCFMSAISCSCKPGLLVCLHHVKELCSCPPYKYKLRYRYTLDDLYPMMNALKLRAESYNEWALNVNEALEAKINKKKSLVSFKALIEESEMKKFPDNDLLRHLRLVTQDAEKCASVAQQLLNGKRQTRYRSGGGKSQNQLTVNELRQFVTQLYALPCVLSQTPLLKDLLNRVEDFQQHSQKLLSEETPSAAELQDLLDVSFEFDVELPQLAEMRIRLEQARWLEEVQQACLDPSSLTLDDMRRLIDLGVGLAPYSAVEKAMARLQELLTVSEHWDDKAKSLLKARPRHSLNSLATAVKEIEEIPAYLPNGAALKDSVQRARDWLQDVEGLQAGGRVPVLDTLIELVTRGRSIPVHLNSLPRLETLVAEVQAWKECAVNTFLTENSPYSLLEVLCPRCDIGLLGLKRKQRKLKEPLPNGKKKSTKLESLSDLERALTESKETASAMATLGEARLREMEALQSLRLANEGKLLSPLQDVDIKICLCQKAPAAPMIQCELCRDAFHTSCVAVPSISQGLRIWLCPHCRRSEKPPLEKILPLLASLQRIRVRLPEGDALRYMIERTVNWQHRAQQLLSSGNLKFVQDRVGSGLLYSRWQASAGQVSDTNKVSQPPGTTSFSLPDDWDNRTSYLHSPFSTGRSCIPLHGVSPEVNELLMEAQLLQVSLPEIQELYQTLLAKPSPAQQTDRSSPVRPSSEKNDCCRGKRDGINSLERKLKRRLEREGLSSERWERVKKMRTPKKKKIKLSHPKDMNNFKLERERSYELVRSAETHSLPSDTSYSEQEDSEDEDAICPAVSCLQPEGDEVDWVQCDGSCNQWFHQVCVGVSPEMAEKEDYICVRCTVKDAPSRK
#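 Inhibition is measured as reduced NADH fluorescence generation from FDH coupling to formaldehyde release. Truncated KDM5BΔAP at 200 nM final acts on H3K4me3 peptide (12.5 µM in substrate mix) in pH 7.5 HEPES buffer with Tween-20, 30 min, room temperature.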
# Starred values were filed as active, the others as inactive; ? = inconclusive; & = joins results of further samples; [ ] = remark or other dose. Potency means the concentration at half of the fitted maximal effect.
SMILES,KDM5B inhibitor
COc1cc(/C=C(/C#N)c2nc3ccc(C)cc3[nH]2)cc(OC)c1O,-14%
COCCCNC(=O)N1CCCCCCN(C)C(=O)CC1,-12%
COc1ccc(NC(=O)Cn2nnc(C(=O)NCc3cccs3)c2N)cc1,2%
CN(CC(=O)NC(=O)NC1CC1)c1ccc(C(C)(C)C)cc1,6%
COCCC1(NS(C)(=O)=O)CCN(C(=O)c2ccoc2)CC1,-20%
CCCOc1ccc(C2C(=O)N(C3CCCCCC3)CC(=O)N2Cc2ccccc2OC)cc1OC (stereo not drawn),?
CC(C)CNC(=O)C1CCN(c2oc(-c3ccco3)nc2C#N)CC1,?
CC1CCC2(CC1)NC(=O)N(CC(=O)NC(C)c1ccccc1)C2=O (stereo not drawn),27%
Cc1ccc(C(=O)N2CCC3(CC2)Nc2ccccc2NC3=O)cc1O,34%
CC(C)Cc1nc2ccc(NC(=O)CC[C@H]3NC(=O)c4ccccc4NC3=O)cc2[nH]1,7%
NNC(=S)Nc1cccc(Br)c1,-19%
CCOc1ccc(S(=O)(=O)N2CCCCC2)cc1NC(=O)CCc1ccc(OC)cc1,-8%
COC1CCC(C(=O)N2CC(COc3ccccc3)C3(C2)CN(c2ccccc2)C3)CC1 (stereo not drawn),?
CC(C)(NC(=O)c1cccs1)C(=O)N[C@@H]1CCOC[C@H]1OCC1CCC1,25%
CN1C(=O)C2(c3ccccc31)N(c1ccc(F)c(Cl)c1)C(=O)CS2(=O)=O (stereo not drawn),-7%
CC(=O)c1ccc(NC(=S)NCCSc2ccc(Cl)cc2)cc1,-5%
COc1cc(OC)cc(C(=O)N2CCN(c3ncccn3)CC2C(=O)O)c1 (stereo not drawn),?
CCCCc1nn2c(=O)cc(COC(=O)COc3ccccc3Cl)nc2s1,-4%
Cc1ccc(S(=O)(=O)C(CNC(=O)c2c(F)cccc2F)c2ccco2)cc1 (stereo not drawn),-13%
NCc1ccc(-c2ccccn2)cc1,-20%[230 µM]

# 17 consecutive entries out of the list so far, for reference:
SMILES,KDM5B inhibitor
CN(CC(=O)NC(=O)NC1CC1)c1ccc(C(C)(C)C)cc1,6%
COCCC1(NS(C)(=O)=O)CCN(C(=O)c2ccoc2)CC1,-20%
CCCOc1ccc(C2C(=O)N(C3CCCCCC3)CC(=O)N2Cc2ccccc2OC)cc1OC (stereo not drawn),?
CC(C)CNC(=O)C1CCN(c2oc(-c3ccco3)nc2C#N)CC1,?
CC1CCC2(CC1)NC(=O)N(CC(=O)NC(C)c1ccccc1)C2=O (stereo not drawn),27%
Cc1ccc(C(=O)N2CCC3(CC2)Nc2ccccc2NC3=O)cc1O,34%
CC(C)Cc1nc2ccc(NC(=O)CC[C@H]3NC(=O)c4ccccc4NC3=O)cc2[nH]1,7%
NNC(=S)Nc1cccc(Br)c1,-19%
CCOc1ccc(S(=O)(=O)N2CCCCC2)cc1NC(=O)CCc1ccc(OC)cc1,-8%
COC1CCC(C(=O)N2CC(COc3ccccc3)C3(C2)CN(c2ccccc2)C3)CC1 (stereo not drawn),?
CC(C)(NC(=O)c1cccs1)C(=O)N[C@@H]1CCOC[C@H]1OCC1CCC1,25%
CN1C(=O)C2(c3ccccc31)N(c1ccc(F)c(Cl)c1)C(=O)CS2(=O)=O (stereo not drawn),-7%
CC(=O)c1ccc(NC(=S)NCCSc2ccc(Cl)cc2)cc1,-5%
COc1cc(OC)cc(C(=O)N2CCN(c3ncccn3)CC2C(=O)O)c1 (stereo not drawn),?
CCCCc1nn2c(=O)cc(COC(=O)COc3ccccc3Cl)nc2s1,-4%
Cc1ccc(S(=O)(=O)C(CNC(=O)c2c(F)cccc2F)c2ccco2)cc1 (stereo not drawn),-13%
NCc1ccc(-c2ccccn2)cc1,-20%[230 µM]

# (next part)
SMILES,KDM5B inhibitor
CCOc1ccc(Nc2cc(C)c3ccccc3n2)cc1,?
CCCCNC(=S)Nc1cc(S(=O)(=O)N2CCCCC2)ccc1C,33%
Cn1ccnc1C(=O)N1CCc2nn(C)c(=O)n2CC1,-13%
Cc1cc2c(c(=O)n(-c3ccc(F)cc3)c(=O)n2CC(=O)Nc2ccccc2F)n1C,-15%
Cc1cc(Br)ccc1NC(=O)c1ccc(=O)n(CCOc2ccccc2)n1,20%
COc1ccc(CNC(=O)C(C)Sc2nc3cc(Cl)ccc3n2C)cc1 (stereo not drawn),15%
Cn1c(/C=C/c2ccc(Br)cc2)nc2ccccc2c1=O,?
CC(Sc1nnc(COc2ccc(Cl)cc2)n1C)C(=O)c1ccc(Cl)cc1 (stereo not drawn),16%
COc1cccc(CN2CCCC(N3CCN(c4cccc(C(F)(F)F)c4)CC3)C2)c1O (stereo not drawn),-16%
Cc1ncccc1C(=O)N1CC(=O)N(C2CCCCC2)CC(OCc2ccccc2)C1 (stereo not drawn),9%
Oc1ccccc1C1CCCCC1c1ccccc1 (stereo not drawn),-11%
Cc1cccc(Oc2ccc3[nH]c(C(=O)NCc4ccco4)cc3c2)c1,?
CC1CCC(NC(=O)c2noc(-c3ccccc3F)n2)CC1 (stereo not drawn),-8%
CN1CC(=O)N(C2CCCNCC2)Cc2c(NCCc3ccccc3F)ncnc21 (stereo not drawn),?
CC(C)CCNC(=O)CCCN1C(=O)c2ccccc2Sc2ncccc21,4%
O=C(C1COc2cc(S(=O)(=O)NCCc3ccc(Cl)cc3)ccc2O1)N1CCCCC1 (stereo not drawn),4%
CCOc1ccc(CCNS(=O)(=O)c2c(C)nc3scc(C)n3c2=O)cc1OCC,-17%
CN(Cc1cc(-c2cccnc2)no1)C(=O)C1COc2ccccc2C1 (stereo not drawn),7%
CCOC(=O)CSc1nc2ccccc2c(=O)n1-c1ccc(C(=O)NCCOC)cc1,13%
CCOC(=O)Cc1c(C)nc2c(-c3ccc(OC)c(OC)c3)c(C)nn2c1C,-8%

# 2 entries from above, set out differently.
CN1CC(=O)N(C2CCCNCC2)Cc2c(NCCc3ccccc3F)ncnc21 (stereo not drawn)
  KDM5B inhibitor = ?
CC(C)CCNC(=O)CCCN1C(=O)c2ccccc2Sc2ncccc21
  KDM5B inhibitor = 4%

# (cont.)
SMILES,KDM5B inhibitor
O=C(N[C@H]1[C@H](O)[C@H](O)C[C@@H]1c1ccccc1)c1ccccn1,5%[86.2 µM]
Cc1nc(C)c(C(=O)NC2CC(c3nnc(Cn4ccnc4)n3C)C2)s1 (stereo not drawn),5%
COC(=O)[C@H]1C[C@@]2(c3ccccc3)c3ccccc3N(S(=O)(=O)c3ccccc3)[C@H]2N1,-17%
COc1cccc(NC(=O)Cn2c(=O)n(-c3ccccc3)c(=O)c3c2c2cc(OC)ccc2n3C)c1,?
COc1cccc(-n2ccnc2SCC(=O)Nc2ccc(Cl)c(Cl)c2)c1,-17%
Cc1cc(C)n(-c2nc3ccccc3nc2N2CCNCC2)n1,?
CCc1ccc2oc(C(=O)Nc3ccccc3C(=O)OC)cc(=O)c2c1,-12%
O=C(CCC1CCCC1)NC1CCCc2ccccc21 (stereo not drawn),-13%
CC(C)c1ccc(NC(=O)CSc2nc3ncccc3[nH]2)cc1,-6%
Cc1ccccc1OCCSc1nnc(-c2cccs2)o1,?
Cc1cc(C)cc(OCC(=O)NCC(c2ccc(Cl)cc2)N2CCCCC2)c1 (stereo not drawn),-6%
O=C(c1ccccc1OCC1CCCN(Cc2ccccn2)C1)N1CCCC1 (stereo not drawn),-28%
Cc1cc(C)cc(N=c2c([N+](=O)[O-])nn(-c3ccc4c(c3)OCCO4)n2O)c1,16%
CCCC(=O)NC1CCN(C(=O)N2CC3CC(C2)[C@H]2CCCC(=O)N2C3)CC1 (stereo partly drawn),10%
COCc1cc(CNC(=O)C2COc3ccccc3C2)[nH]n1 (stereo not drawn),-15%
COc1ccc(NC(=O)C(C)Sc2ncnc3nc[nH]c23)cc1OC (stereo not drawn),3%
O=C(CN(CC1CCCO1)C(=O)CNS(=O)(=O)c1ccc(F)cc1)NCc1ccccc1 (stereo not drawn),27%
CC1CCc2c(sc(NC(=O)c3cc(-c4ccc(F)cc4)on3)c2C(N)=O)C1 (stereo not drawn),-1%
O=C(Nc1ccc(Cl)cc1C(F)(F)F)N1CCC(n2cnnc2C2CC2)C1 (stereo not drawn),5%
COc1cccc(-n2c(SCC(N)=O)nc3c(oc4ccccc43)c2=O)c1,-10%
CCS(=O)(=O)N1CCC2(CC1)CN(C1CCC1)CC2COC (stereo not drawn),?
CC1=C(c2ccccc2)Oc2ccccc2C1c1ccc(C)cc1 (stereo not drawn),-20%
COC(=O)CC(N)c1ccccc1 (stereo not drawn),27%
COc1ccccc1CNC(=O)COc1ccc2c(C)cc(=O)oc2c1,-22%
CCCc1cc(=O)oc2c(C)c(OC(C)C(=O)NCc3cccnc3)ccc12 (stereo not drawn),?
COc1ccc2c(c1)NC(c1ccc(Cl)cc1)=NC(c1cccs1)=N2,-26%
CSc1ccc(-c2nc3ncccn3c2Nc2ccc(C)c(C)c2)cc1,10%
CC(Oc1c(Cl)cccc1Cl)C(=O)NN (stereo not drawn),39%
Cc1nc(CN2Cc3nc(Nc4ccccc4)ccc3OCC2=O)cs1,-24%[86.2 µM]
CC(=O)N1CCC2(CC1)C(=NC1CCCCC1)NC(=O)N2c1cccnc1,-33%
COc1ccc(CCN2CC(NC(=O)Cn3ccc(C)n3)CC2=O)cc1 (stereo not drawn),0%
CCOc1nc2ccccc2nc1N1CCC(C(=O)NCc2cccc(C)c2)CC1,5%
CCCC(c1nnnn1Cc1ccc(OC)cc1)N1CCN(C(=O)c2ccco2)CC1 (stereo not drawn),-13%
COc1cc(C)ccc1OCCOc1ccc(C)cc1I,-3%
Oc1ccc(CCNC(=S)Nc2ccc(F)cc2)cc1,3%
O=C(c1ccc(S(=O)(=O)N2CCOCC2)cc1)N(c1ccccn1)C1CCCCC1,24%
COCC1CN(C(C)=O)CC12CCN(Cc1ccccc1OC)CC2 (stereo not drawn),9%
Cc1ccc(C(=O)NC2CCN(c3cc(-c4ccccc4)[nH]n3)CC2)cc1C,-14%
O=C(CC1C(=O)NCCN1C(=O)Nc1ccc(F)cc1)Nc1cc(Cl)ccc1Cl (stereo not drawn),8%
Cc1ccc(-n2c(C3CCN(C(=O)c4ccc(C(F)(F)F)cc4)CC3)n[nH]c2=O)cc1,-2%
CC(C)c1ccc(NC(=O)COC(=O)c2cc(=O)c3ccccc3o2)cc1,9%
CCC1=C(C(=O)OC)C(c2ccc(C)cc2C)N2C(CC(=O)N3CCOCC3)=CSC2=N1 (stereo not drawn),?
CCOc1cc(=O)n2c(c1C(=O)Nc1cccc(C(C)C)c1)CCCC2,-5%
COc1cccc(NC(=O)CCc2ncc(-c3ccc(C)c(C)c3)o2)c1,-5%
Cc1cn2nc(C(=O)N3CCC(NC(=O)Cc4ccccc4Cl)CC3)cc2c(=O)[nH]1,?
CCc1ccc(N(CC)C(=O)C(=O)c2c[nH]c3ccccc23)cc1,-3%
CCOc1ccc(CNC(=O)c2ccc3c(c2)c(C)c(C)n3Cc2ccc(Cl)cc2)cc1,?
COc1ccccc1CCC(=O)N1CCN(C(=O)c2ccccc2)CC1,36%[activator]
COc1ccc(CN2CCC3(CC(c4ccc(OC)cc4)=NO3)C2)cc1 (stereo not drawn),-17%
CCCNC(=O)Cn1c(C)ccc(NC(=O)Nc2ccc(OC)cc2)c1=O,?

# Additional compounds.
SMILES,KDM5B inhibitor
O=C(Nc1ccc(Cl)cc1Cl)NC1CCN(S(=O)(=O)c2ccc(F)cc2)CC1,-13%
COc1ccc(CN2CC(C)(NC(C)=O)C2)c2ccccc12,?
O=C(O)CCn1ncc2cc(OCC3CCN(C(=O)CC4CC4)CC3)ccc21,?
CCCc1nnc(SCC(=O)Nc2ccccc2Cl)n1-n1cccc1,9%
Cc1ccc(C(=O)NCCN2CCOCC2)cc1S(=O)(=O)N1CCCCC1,3%
COc1ccccc1-n1c(=O)c2sccc2n(CC(=O)NC(C)CCc2ccccc2)c1=O (stereo not drawn),6%
CN(Cc1cnccn1)Cc1ccccc1OCC(O)CN(C)C1CCCCC1 (stereo not drawn),-6%
O=C(c1cccc(Cl)c1)N1CCC(c2nn(-c3ccccc3)c(=O)[nH]2)CC1,13%
O=C(c1ccccn1)N1CCOc2c(O)cc(-c3cccc(Cl)c3)cc2C1,?
O=C(NCc1ccc(Cl)cc1)c1noc(-c2ccc3c(c2)OCO3)n1,?
Cc1ccc(C(=O)N2C(CC(=O)Nc3ccc(Cl)cc3)C(=O)NC3CCCCC32)cc1 (stereo not drawn),19%
COc1ccccc1-n1c(=O)[nH]c2cccnc21,?
CCCCn1nnnc1CSc1nnc(-c2cccnc2)n1-c1ccc(C)cc1C,-15%
Cc1ccc(-c2ccc(/C=C(\C#N)c3nc4ccccc4[nH]3)o2)c(Br)c1,-8%
CCOc1cccc(CN2C[C@@H](NC(=O)COC)C[C@H]2CO)c1,-12%
Cc1ccc(-n2ncc3c(NCCCn4ccnc4)ncnc32)cc1,?
CCc1noc(-c2cn(C3CCN(C(=O)C(C)c4ccccc4)CC3)nn2)n1 (stereo not drawn),4%
CC1=C[C@@H](CN2CCN(C)CC2)[C@H](C(C)C)C[C@H]1Cc1nnc(C)o1,-7%[86.2 µM]
COc1cccc(-c2nc(N3CCN(Cc4ccccc4)CC3)c3ccccc3n2)c1O,-12%
Cc1ccc(C)c(NC(=O)c2nn(-c3ccccc3)c(=O)c3ccccc23)c1,-6%
COC(=O)c1cc(OC(=O)Cc2cccc3ccccc23)cc(C(=O)OC)c1,-3%
O=C(C1CN(c2cccc(Cl)c2)C(=O)N1)N1CCCC1 (stereo not drawn),17%&-14%[86.2 µM]
COCCn1c(=O)c2c(nc(-n3nc(C)cc3C)n2Cc2ccc(OC)cc2)n(C)c1=O,2%
COc1ccc(C(=O)N2CCCC3(C2)Nc2cccnc2NC3=NC2CCCC2)cn1 (stereo not drawn),?

# The list is partial; count on the stated rates, not on these rows.
